PLK1 kinase inh: human PLK1 kinase inhibitors, primary screen, biochemical, TR-FRET; recombinant PLK1 kinase, TR-FRET peptide phosphorylation; inhibition, % at 10 µM; 97,000 tested, 0.53% active; AID 619, 2007;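 active means inhibition of 50% or more in the single-concentration screen; inactive means inhibition below 50%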;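 further: 0% = DMSO max control and 100% = H-89 dihydrochloride min control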
ERb SRC1 inh: inhibitors of ERβ-SRC1 coactivator interaction, primary screen, biochemical, TR-FRET, ERβ LBD, SRC-1 peptide; Estrogen receptor beta (Homo sapiens), Q92731; TR-FRET ER-beta LBD / SRC1-Cy5 peptide binding; receptor agonist-loaded with 1 µM estradiol; inhibition, % at 25.6 µM; 86,000 tested, 1.3% active; AID 633, 2007;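 active means compounds whose percent inhibition of the receptor-coactivator binding signal exceeds about 50% in the single-dose screen, limit read from the data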;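 further: 0% = receptor plus peptide wells without compound and 100% = peptide-only wells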
Target sequence (Q92731 whole entry, looked up, the tested form may be a part): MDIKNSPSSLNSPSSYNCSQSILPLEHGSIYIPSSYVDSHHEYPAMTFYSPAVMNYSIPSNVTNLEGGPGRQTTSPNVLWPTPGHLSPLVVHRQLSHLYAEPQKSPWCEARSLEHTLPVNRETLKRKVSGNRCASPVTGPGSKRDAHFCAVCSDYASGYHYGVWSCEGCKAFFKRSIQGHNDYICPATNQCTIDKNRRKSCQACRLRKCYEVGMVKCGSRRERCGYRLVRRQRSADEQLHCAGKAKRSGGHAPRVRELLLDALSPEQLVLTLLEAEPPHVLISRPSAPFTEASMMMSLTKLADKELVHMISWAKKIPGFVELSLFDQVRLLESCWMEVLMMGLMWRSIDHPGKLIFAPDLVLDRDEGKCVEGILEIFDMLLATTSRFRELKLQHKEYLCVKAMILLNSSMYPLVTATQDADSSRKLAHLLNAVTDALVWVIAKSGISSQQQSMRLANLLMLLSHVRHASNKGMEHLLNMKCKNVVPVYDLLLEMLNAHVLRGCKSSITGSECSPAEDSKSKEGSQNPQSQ
ERa coact pot: enhancers of ERα–SRC-1 coactivator binding, primary screen, biochemical, TR-FRET, ERα LBD, low estradiol. AID 639, 2007. 86,000 tested, 1.3% active. TR-FRET ERalpha-LBD/SRC-Cy5 coactivator binding, 2 h; 100 = basal binding, no effect. Estrogen receptor (Homo sapiens), P03372. coactivator binding (% of control), % at 25.6 µM; in the data active means activity above about 200%;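 further: binding measured in presence of low estradiol as agonist stimulus; 0% = peptide alone without receptor and 100% = receptor with peptide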
Target sequence (P03372 whole entry, looked up, the tested form may be a part): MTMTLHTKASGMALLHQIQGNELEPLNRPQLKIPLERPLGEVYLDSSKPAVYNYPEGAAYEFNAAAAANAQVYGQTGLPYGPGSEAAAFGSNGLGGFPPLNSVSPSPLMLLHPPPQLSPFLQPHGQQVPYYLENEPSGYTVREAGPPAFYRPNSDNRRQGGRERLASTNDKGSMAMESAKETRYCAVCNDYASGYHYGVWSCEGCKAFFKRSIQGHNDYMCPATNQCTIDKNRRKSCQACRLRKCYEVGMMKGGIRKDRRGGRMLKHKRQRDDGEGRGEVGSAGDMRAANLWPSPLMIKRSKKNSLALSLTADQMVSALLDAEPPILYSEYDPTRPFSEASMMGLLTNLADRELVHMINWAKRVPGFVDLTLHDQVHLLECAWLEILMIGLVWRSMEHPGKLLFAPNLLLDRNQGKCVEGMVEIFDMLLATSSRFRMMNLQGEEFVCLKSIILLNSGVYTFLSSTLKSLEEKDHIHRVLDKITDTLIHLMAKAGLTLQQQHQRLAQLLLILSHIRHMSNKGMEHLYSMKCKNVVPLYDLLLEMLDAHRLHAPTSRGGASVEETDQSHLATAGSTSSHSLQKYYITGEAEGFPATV
CD11b adhes enh: enhancers of CD11b/CD18 adhesion to fibrinogen, primary screen, K562 cells, luminescence; activation, % at 10 µM; ATPlite luminescence; AID 1499, 2009; Integrin beta-2 (Homo sapiens) + Integrin alpha-M (Homo sapiens), P05107+P11215; 93,000 tested, 0.07% active;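 active means 10 µM primary screen giving 50% or more activity, confirmed by 40% or more on retest at that dose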; further: strong numbers were not always called active
PLK1 PBD inh: Plk1 polo box domain binding inhibitors, primary screen, biochemical, fluorescence polarization; Serine/threonine-protein kinase PLK1 (Homo sapiens), P53350; Plk1 PBD phosphopeptide binding; inhibition, %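 (tested at about 20 µM)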; 97,000 tested, 0.13% active; in the data active means inhibition above about 34%, passing the limit was not always enough
ERa SRC1 inh: ERα–SRC-1 coactivator interaction inhibitors, primary screen, biochemical, TR-FRET, ERα LBD, estradiol-bound; Estrogen receptor (Homo sapiens), P03372; TR-FRET ER-alpha LBD / SRC-1 peptide; inhibition, % at 25.6 µM; 86,000 tested, 1.7% active; in the data active means inhibition above about 50%;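 further: 0% = receptor plus peptide control and 100% = peptide only without receptor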
CD11b adhes inh: inhibitors of CD11b/CD18 adhesion to fibrinogen, primary screen, K562 cells, luminescence. Integrin beta-2 (Homo sapiens) + Integrin alpha-M (Homo sapiens), P05107+P11215. ATPlite luminescence; Mn2+ added to activate the integrin. inhibition, % at 10 µM. 93,000 tested, 0.54% active. AID 1497, 2009;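 active means primary inhibition of 50% or more at 10 µM, then 40% or more on retest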; further: some results filed as inactive read as strong as hits
HIV Rev-RRE inh: HIV-1 Rev-RRE binding inhibitors, primary screen, biochemical, FRET, protein-RNA interaction; P05866; 97,000 tested, 0.79% active; inhibition, % at 8 µM; AID 704, 2007; Rev peptide-RRE RNA binding;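 active means inhibition above the screen-wide mean plus 3 SD, cut at about 35% in these data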;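 further: 0% = median DMSO wells and 100% = median Neomycin B control wells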
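Test system: Cy5-tagged RRE RNA duplex with fluorescein-tagged Rev peptide; Probe or stimulus: labelled Rev peptide; Schedule: 5 min preincubation and 15 min binding, 25 °C; Signal: FRET fluorescence readout; Evaluation: % inhibition from 671/540 nm acceptor-to-donor ratio, scaled between controls; Control set: DMSO and neomycin B.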
FAK blocker: FAK kinase inhibitors, primary screen, biochemical; Focal adhesion kinase 1 (Homo sapiens), Q05397; biochemical FAK kinase activity assay; inhibition, %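 (tested at 7 µM)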; 97,000 tested, 0.84% active; in the data active means inhibition above about 19%;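 further: 0% = DMSO and 100% = reference compound high control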
* hit, by the source's call; . = no result given; [ ] = dose if it differs, or a comment.

PLK1 kinase inh	ERb SRC1 inh	ERa coact pot	CD11b adhes enh	PLK1 PBD inh	ERa SRC1 inh	CD11b adhes inh	HIV Rev-RRE inh	FAK blocker	Compound
-10	-10	100	.	-21	13[fluorescence artefact?]	.	8	3	CCOC(=O)c1ccc(NC(=O)CNC(=O)C23CC4CC(CC(C4)C2)C3)cc1
-12	-5	109	-2	-32	-2	-6	7	-2	COc1cccc(N2CCN(C(=O)NC3CCCCC3)CC2)c1
-9	4	127	.	1	3	.	9	-1	Cc1ccc(CS(=O)(=O)CCC(=O)NCCN2CCCC2)cc1
-1	9	106	0	3	3	2	2	4	O=C1CC(c2ccc(Cl)cc2)n2nc(N3C(=O)c4ccccc4C3=O)nc2N1 (stereo not drawn)
-9	.	.	-1	10	.	-4	-3	-1	Cc1noc2c1C(c1ccc(N(C)C)cc1)C1=C(CC(C)(C)CC1=O)N2 (stereo not drawn)
-6	-7[fluorescence artefact?]	130	-2	-6	-4	-8	8	-2	O=C(c1cccnc1Nc1ccc2c(c1)CCC2)N1CCOCC1
-8	-3	100	.	12	2	.	-6	-8	Cc1ccc(-n2c(N)c(C(=O)NCc3cccnc3)sc2=S)cc1
-16	-26[fluorescence artefact?]	105	.	20	-16	.	-2	2	CCCCNC(=O)C1CCN(c2nc(OC)nc(OC)n2)CC1
-13	.	.	-4	6	.	15	2	-2	CCCC(=O)c1c[nH]c(C(=O)NCCCN2CCOCC2)c1
-15	-8	105	4	2	-3	11	9	1	Cc1cccc(N(CC(=O)NCc2ccc3c(c2)OCO3)C(=O)CCC(=O)Nc2ccccn2)c1
-13	-2	111	-3	-8	0	0	6	3	CC(C)C(=O)NCCc1nc2ccccc2n1C
-15	.	.	-1	21	.	-43	0	-6	CCCCNC(=O)/C=C/c1ccc(OC)c(Br)c1
-2	.	.	.	-8	.	.	11	2	Cc1ccc(C)c(NC(=O)CCC(=O)NNC(=O)C(c2ccccc2)c2ccccc2)c1
.	0[fluorescence artefact?]	51[fluorescence artefact?]	-4	.	-2[fluorescence artefact?]	-3	.	.	N#CC1=C(N)C(C#N)(C#N)C2(C(=O)Nc3ccccc32)C2CCCC=C12 (stereo not drawn)
-16	.	.	-4	-3	.	0	-6	-2	C/C(=N\NC(=O)c1ccccc1C)c1ccc(N2CCOCC2)cc1
-10	2	104[fluorescence artefact?]	-6	-12	4	7	7	1	O=C(Nc1ccc2c3c(cccc13)CC2)c1ccco1
.	71*[fluorescence artefact?]	122[fluorescence artefact?]	84	.	47[fluorescence artefact?]	-8	.	.	O=C(Nc1nc(-c2ccco2)c(-c2ccco2)s1)C1CC(=O)N(c2ccc3c(c2)OCCO3)C1 (stereo not drawn)
-1	0[fluorescence artefact?]	123	-1	14	4[fluorescence artefact?]	7	1	2	Cc1noc(C)c1COc1ccc(C(=O)OCC(=O)N2CC3(C)CC2CC(C)(C)C3)cc1 (stereo not drawn)
-8	-4	111	-2	7	-21	-8	8	0	O=C(C1CCCN(S(=O)(=O)c2cccc3nonc23)C1)N1CCN(c2cccc(Cl)c2)CC1 (stereo not drawn)
-8	-8	104	.	6	0	.	3	0	COc1ccc(NC(=O)CSc2ccc(C)cc2)cc1
-3	-2	105	-2	-8	-5	27	15	0	O=C(Oc1ccc2c(c1)C(=O)c1ccccc1CO2)c1ccccc1
1	-2	130	-3	-23	-11	-14	8	-5	CCOC(=O)C1CCCN(c2c(NCCCN3CCCC(C)C3)c(=O)c2=O)C1 (stereo not drawn)
.	12[fluorescence artefact?]	165	53	.	14[fluorescence artefact?]	6	.	.	O=C(CSc1nc(C2CC2)nc2sc3c(c12)CCCC3)NCc1ccco1
1	1	100[fluorescence artefact?]	1	25	12[fluorescence artefact?]	-12	11	1	O=C(Nc1ccccc1-c1nnn(CC(=O)N2CCc3ccccc3C2)n1)C1CCC1
-36	24	98[fluorescence artefact?]	-1	-2	13	-33	6	0	CCOc1ccc(Nc2nc(Cc3nnc(SCC(=O)c4ccc(C)cc4)o3)cs2)cc1
-6	-8	104	0	10	-4	-12	4	6	Clc1ccc2nc(CSc3nncn3-c3ccccc3)cn2c1
-10	7	109	-4	4	-4	-1	8	9	Cc1nnsc1C(=O)Nc1ccccc1Cl
-19	39	133[fluorescence artefact?]	1	-9	46[fluorescence artefact?]	-4	1	3	O=C(CSc1nnc(COc2ccccc2)n1Cc1ccco1)NCc1ccco1
2	10	112	.	-2	-3	.	-5	-3	O=C(CCCn1c(=S)[nH]c2ccc(Br)cc2c1=O)N1CCN(c2ccccn2)CC1
0	-4	106	-4	-19	-4	7	9	2	Cc1ccc(C(=O)Nc2cc(Cl)ccc2N2CCCCC2)s1
8	.	.	-2	-5	.	-8	1	1	Cc1ccc(Cn2c(-c3nonc3N)nc3ccccc32)cc1
.	-5	101	-2	.	-1	9	.	.	Cc1cc(N2CCCN(C)CC2)nc2cc(Cl)ccc12
-6	11	108	-3	-8	2	-8	-1	-6	CCCCNC(=O)c1ccc2c(=O)n(CCCOCC)c(=S)[nH]c2c1
-7	.	.	-7	5	.	-12	7	0	O=C(CSc1ccc(Cl)cc1)N1CCN(c2c(Cl)cccc2[N+](=O)[O-])CC1
-9	-11	93	-4	-25	2	-29	12	-1	COc1ccc(/C(N)=N/OC(=O)CSc2ccc(C)cc2)cc1
4	-2	98	0	-25	-5	11	0	1	CCN(CC(=O)N1CCc2ccccc2C1)S(=O)(=O)c1ccc2ccccc2c1
-10	-15[fluorescence artefact?]	101[fluorescence artefact?]	-4	6	-19	-15	6	1	CN(CC(=O)N1CCN(c2ccccn2)CC1)S(=O)(=O)c1ccc(Br)cc1
13	1	113[fluorescence artefact?]	-1	-20	-3	-4	-7	-2	CC1CCCCN1C(=O)c1ccc(C(=O)N2CCCCC2C)cc1 (stereo not drawn)
-2	34[fluorescence artefact?]	90	2	10	9	18	-1	0	CCCC(=O)c1cc(F)c(N2CCN(S(=O)(=O)c3ccccc3)CC2)cc1C
-11	.	.	-8	-17	.	-5	12	1	CC1(C)CC(=O)C2=C(C1)N=C1SCCC(=O)N1C2c1ccc(C(F)(F)F)cc1 (stereo not drawn)
-11	.	.	-2	-6	.	-17	6	-1	CCC(=O)n1nc(-c2ccco2)nc1N
-8	3	112	12	28	0	-6	2	3	Cc1ccc(CSc2nnc([C@@H]3CCCN3)o2)cc1
-6	.	.	-5	26	.	2	9	-6	CN(C)C(=S)c1ccc2ccccc2n1
-1	-3	129	-2	-20	-2	-1	5	-1	COc1cccc(-c2nnc(SCC(=O)OC(C)C)n2N)c1
-9	.	.	-3	-27	.	4	6	-1	CCOc1ccc(C(=O)NCC(=O)OCC(=O)N2CCCCC2)cc1
-10	1	125	-2	27	-6	-23	2	1	O=C(c1cc2ccccc2oc1=O)N1CCSC1c1ccco1 (stereo not drawn)
2	-1[fluorescence artefact?]	103	4	-1	6	-9	9	-1	Cc1ccc(C(=O)N2CCN(C(=O)CN3CCCC3)C2)cc1
-11	6	115	.	-1	-3	.	10	0	O=C(CN1CCN(Cc2ccccc2)CC1)NCC1COc2ccccc2O1 (stereo not drawn)
-3	.	.	5	-19	.	0	11	0	O=C(NCCc1cccs1)C12CN(Cc3ccccc3)CC1C(c1cccc([N+](=O)[O-])c1)=NO2 (stereo not drawn)
-56	21[fluorescence artefact?]	112	-4	0	-2	-19	13	-3	Cn1c(=O)c2cc(S(=O)(=O)N3CCN(c4cccc(C(F)(F)F)c4)CC3)ccc2n(C)c1=O
-4	-8	108[fluorescence artefact?]	.	-15	-8	.	7	10	COc1cccc(Nc2nc(N)nc(-c3oc4ccccc4c3C)n2)c1
4	-1	71[fluorescence artefact?]	-4	28	-2	15	6	4	O=C(c1cc(-c2ccc(O)cc2)on1)N1CCCc2ccccc21
-20	.	.	0	-22	.	-39	7	-3	O=C(CSc1nnc(-c2ccccc2)n1-c1ccccc1)N1c2ccccc2Sc2ccccc21
-8	5	112	.	19	-1	.	10	0	Cc1c(Br)c([N+](=O)[O-])nn1CC(=O)NCc1ccccn1
-9	.	.	29	-7	.	8	12	-2	COc1cc(SC#N)ccc1N=Cc1c(C)[nH]n(-c2ccc(Cl)cc2)c1=O
-9	-7	88	3	-11	-5	-18	0	0	CC[N+]1(C)CCC(=C2c3ccccc3CC(=O)c3sccc32)CC1 (stereo not drawn)
6	20	54	1	37	27[fluorescence artefact?]	-36	3	7	O=S(=O)(Nc1ccc(N2CCOCC2)cc1)c1ccc2ccccc2c1
.	-7[fluorescence artefact?]	98	-1	.	-1	7	.	.	Cc1cc(C)n2nc(C(=O)OCCOc3cccc(Br)c3)nc2n1
.	3	111	-4	.	-12	-16	.	.	CCNc1nc(SCC(=O)OC)nc(N2CCOCC2)n1
9	2	112	.	-8	2	.	74*	-7	CN1CCC2(CC1)C1CN(C)CC=C1C(C#N)=C(N)C2(C#N)C#N (stereo not drawn)

Rewritten in markdown: 2 of the compounds above
| structure | PLK1 kinase inh | ERb SRC1 inh | ERa coact pot | CD11b adhes enh | PLK1 PBD inh | ERa SRC1 inh | CD11b adhes inh | HIV Rev-RRE inh | FAK blocker |
| --- | --- | --- | --- | --- | --- | --- | --- | --- | --- |
| Cc1ccc(CSc2nnc([C@@H]3CCCN3)o2)cc1 | -8 | 3 | 112 | 12 | 28 | 0 | -6 | 2 | 3 |
| CN(C)C(=S)c1ccc2ccccc2n1 | -6 | . | . | -5 | 26 | . | 2 | 9 | -6 |

More structures follow:
PLK1 kinase inh	ERb SRC1 inh	ERa coact pot	CD11b adhes enh	PLK1 PBD inh	ERa SRC1 inh	CD11b adhes inh	HIV Rev-RRE inh	FAK blocker	Compound
-6	6[fluorescence artefact?]	108[fluorescence artefact?]	1	-23	9[fluorescence artefact?]	14	2	1	CC(=O)NCCn1c(SCC(=O)NCCC2=CCCCC2)nc2ccccc2c1=O
.	-9	147	-1	.	-5	2	.	.	CS(=O)(=O)N1CCCC(c2nc(-c3ccc(S(=O)(=O)NCc4ccccc4)cc3)no2)C1 (stereo not drawn)
-9	.	.	1	-6	.	-21	2	-3	Cc1nc(NC(=O)COc2ccccc2)sc1C(=O)Nc1ccccc1
.	-2	99	5	.	-3	3	.	.	Cc1cccc(N)c1SC1CCCCC1O (stereo not drawn)
-13	11	92	4	-13	40	-21	0	6	CCOc1ccccc1N(CC(=O)N1CCOCC1)S(=O)(=O)c1ccc(SC)cc1
26	26	66	-1	26	19	1	2	-5	CCOc1ccc(-n2c(=S)sc3c(=O)[nH]c(SCC(=O)NCc4ccco4)nc32)cc1
10	8[fluorescence artefact?]	109	-4	-27	1[fluorescence artefact?]	-4	8	0	CC(NC(=O)C1CCCN(C(=O)N(C)C)C1)c1ccccc1 (stereo not drawn)
-1	0	116	-6	-1	0	-7	6	2	CCCCn1nnnc1NCc1cc(OC)c(OC)c(OC)c1

Copied from the list:
CC(=O)NCCn1c(SCC(=O)NCCC2=CCCCC2)nc2ccccc2c1=O | ERb SRC1 inh: 6[fluorescence artefact?]
Cc1nc(NC(=O)COc2ccccc2)sc1C(=O)Nc1ccccc1 | CD11b adhes inh: -21
CS(=O)(=O)N1CCCC(c2nc(-c3ccc(S(=O)(=O)NCc4ccccc4)cc3)no2)C1 (stereo not drawn) | ERb SRC1 inh: -9

Bioassay records as filed in PubChem BioAssay.
